MBD2 inh = inhibitors of human MBD2 binding to methylated oligonucleotide. inhibition, % at 4.4 µM. hit rate 0.31% among 370,000. Q9UBB5. AID 686964. TR-FRET; in the data active = inhibition above about 13%
Target sequence (Q9UBB5 whole entry, looked up): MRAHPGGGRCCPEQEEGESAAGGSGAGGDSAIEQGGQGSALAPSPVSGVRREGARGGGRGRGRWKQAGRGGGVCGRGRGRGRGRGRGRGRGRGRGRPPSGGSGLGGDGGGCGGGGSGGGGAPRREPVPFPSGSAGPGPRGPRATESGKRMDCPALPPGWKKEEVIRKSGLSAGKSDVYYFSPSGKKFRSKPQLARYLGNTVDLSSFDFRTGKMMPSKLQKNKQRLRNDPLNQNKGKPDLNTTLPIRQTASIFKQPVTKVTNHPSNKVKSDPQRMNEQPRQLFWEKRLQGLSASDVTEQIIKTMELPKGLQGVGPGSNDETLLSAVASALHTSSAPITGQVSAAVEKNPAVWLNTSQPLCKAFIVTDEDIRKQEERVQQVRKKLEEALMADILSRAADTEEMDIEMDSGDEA
proKLK7 act = activators of human kallikrein-7 zymogen | P49862 | purified proKLK7, EDANS-DABCYL substrate fluorescence; 100% is mature enzyme control, 0% vehicle | activation, % at 7 µM | hit rate 0.9% among 370,000 | AID 652039;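 active = activation above the mean of all tested compounds plus 3 SD, computed per campaign excluding outliers beyond control limits, cut at about 13% in these data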
Target sequence (P49862 whole entry, looked up): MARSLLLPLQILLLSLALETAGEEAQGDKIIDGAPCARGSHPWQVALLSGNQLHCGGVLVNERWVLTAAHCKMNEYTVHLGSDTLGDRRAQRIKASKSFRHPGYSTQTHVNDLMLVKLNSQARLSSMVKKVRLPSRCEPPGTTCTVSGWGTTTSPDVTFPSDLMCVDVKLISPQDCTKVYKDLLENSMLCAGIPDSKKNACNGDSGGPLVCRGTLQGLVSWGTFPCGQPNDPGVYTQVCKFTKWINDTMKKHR
TDP2 absorb = blocks human TDP2 phosphodiesterase activity; hit rate 0.34% among 370,000; inhibition, % at 12.8 µM; recombinant TDP2, T5PNP hydrolysis, p-nitrophenol absorbance 415 nm;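 active = inhibition above the mean of all tested compounds plus 3 SD, set per campaign, cut at about 25% in these data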;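 note: 0% = DMSO with enzyme and 100% = buffer with substrate but no TDP2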
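Test system: Human TDP2 enzyme | Reagent: 5 mM T5PNP | Compound dosing: 12.8 µM single point, 1% DMSO | Incubation: Enzyme reaction with compound for 2 h at 37 °C | Technique: p-Nitrophenol epi absorbance | Read-out: % inhibition relative to enzyme-containing and enzyme-free wells | Benchmarks: High control without enzyme, low control DMSO plus TDP2 | Replicates: Singlicate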
UHRF1 MBD2 ctr = UHRF1 methyl-DNA binding inhibition; Q96T88; UHRF1 binding to methylated oligo, TR-FRET; inhibition, % at 4.4 µM; hit rate 0.75% among 370,000; AID 687016; in the data active = inhibition above about 21%;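 note: UHRF1 SRA domain binding a hemimethylated CpG hairpin DNA probe; 0% = median of test compound wells and 100% = reference inhibitor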
DDE Tn6 FP inh = disrupts Tn6 cyclic peptide binding to fibrin D-Dimer-E complex | hit rate 0.21% among 370,000 | AID 720509 | inhibition, % at 8.3 µM | Fibrin DD(E) TRITC-Tn6 fluorescence polarization displacement;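 active = inhibition above a per-campaign cutoff: mean of compounds within control limits plus 3 SD, cut at about 15% in these data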;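 note: 0% = median of all compound wells on the plate and 100% = blocking peptide control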
TCR-CD3 inh = inhibitors of human TCR-CD3 interaction. TAMRA-labeled TCR probe fluorescence, biochemical. AID 651800. hit rate 0.37% among 360,000. inhibition, % at 9.4 µM; in the data active = inhibition above about 19%;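 note: recombinant mutant TCR 2C K166C tagged with TAMRA read by polarization; 0% = receptor in buffer alone and 100% = receptor with positive control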
PRMT1 inh = blocks human protein arginine methyltransferase 1; recombinant PRMT1, activity-based probe fluorescence polarization; inhibition, % at 2.79 µM; hit rate 1.3% among 370,000;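 active = inhibition above about 21% made by adding two undisclosed values, limit read from the data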
Target sequence (Q99873 whole entry, looked up): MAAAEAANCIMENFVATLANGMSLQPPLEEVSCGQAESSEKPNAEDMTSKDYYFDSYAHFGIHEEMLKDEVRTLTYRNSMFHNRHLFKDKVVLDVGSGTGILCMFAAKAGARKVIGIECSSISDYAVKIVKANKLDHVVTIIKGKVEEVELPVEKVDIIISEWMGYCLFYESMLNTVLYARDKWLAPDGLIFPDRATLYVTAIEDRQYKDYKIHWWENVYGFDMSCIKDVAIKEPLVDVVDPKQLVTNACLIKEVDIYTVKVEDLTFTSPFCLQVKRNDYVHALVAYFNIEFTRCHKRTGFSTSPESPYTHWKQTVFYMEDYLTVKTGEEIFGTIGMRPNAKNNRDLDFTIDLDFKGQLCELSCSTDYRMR
SIAE inh = human SIAE inhibition, primary screen. Q9HAT2. SIAE FP-Rh probe binding, fluorescence polarization. inhibition, % at 9.66 µM. hit rate 0.69% among 370,000;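 active = inhibition above a cutoff: mean of compounds within the control limits plus 3 SD of those, cut at about 17% in these data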;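 note: 0% = plate median of compound wells and 100% = probe without SIAE protein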
LEDGF integ inh = blocks HIV-1 LEDGF/p75-dependent DNA integration | inhibition, % at 3.7 µM | AID 743269 | TR-FRET IN-LEDGF/p75 DNA integration, Eu/Cy5 | hit rate 0.64% among 370,000;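 active = inhibition above the screen-wide mean plus 3 SD, cut at about 13% in these data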;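 note: signal is the Cy5 over europium emission ratio at 671 and 618 nm; 0% = plate median of compound wells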
DDE Tn7 FP inh = DD(E)-Tn7 binding inhibition, primary FP screen; FP displacement of FITC-Tn7 peptide from fibrin DD(E); 0% = median of compound wells per plate; inhibition, % at 8.3 µM; hit rate 0.13% among 370,000;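 active = inhibition above the mean of compounds falling within the control limits plus 3 SD of them, cut at about 14% in these data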;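 note: 0% = plate median of compound wells and 100% = 10 µM Aha-Tn7 peptide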
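assay system = human clot-derived fibrin DD(E) complex | quantity = Fibrin-DD(E) at 2 µM final | timing = 10 min preincubation, 3 h with tracer, room temperature | signal = fluorescence polarization | measure = percent inhibition | benchmarks = high control wells with 10 µM unlabelled Aha-Tn7 peptide (full inhibition) | replicates = singlicate testing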
The depositor's hits bear a star; x = not tested or not shown. Hits appear at their usual frequency; any-hit rate near 4.6%.

SMILES	MBD2 inh	proKLK7 act	TDP2 absorb	UHRF1 MBD2 ctr	DDE Tn6 FP inh	TCR-CD3 inh	PRMT1 inh	SIAE inh	LEDGF integ inh	DDE Tn7 FP inh
Cc1cc(C)n(CC(O)COc2ccc(C(C)C)c(C)c2)n1 (configuration not stated)	4	-0.3	-11	-1	7	-2	-2	13	1	5
CCn1cc(Cl)c(C(=O)Nc2nccs2)n1	1	0.1	-7	-2	-6	5	6	2	0	-8
O=C(NC1CCCC1)NS(=O)(=O)c1ccccc1Cl	4	-0.1	-8	2	-3	-5	1	0	-2	2
COc1cccc(C(=O)Nc2cccc(-c3ccc4nncn4n3)c2)c1OC	0	0.3	-4	0	-1	2	3	0	-5	-1
O=P(c1ccccc1)(c1ccccc1)C(c1ccco1)N1CCOCC1 (configuration not stated)	1	0.4	4	-3	5	6	-2	3	1	-6
COc1cccc(OCC(O)CN2CCC(CN3C(=O)c4cccc5cccc(c45)C3=O)CC2)c1 (configuration not stated)	3	-1.9	7	-7	1	0	0	-9	1	6
CCN(C1CCCCC1)S(=O)(=O)c1ccc(OC)c(C)c1	8	-0.5	5	24*	4	1	2	-2	-1	-1
CCC(C)(C)NC(=O)C(c1cccs1)N(CC1CCCO1)C(=O)Cn1nnc2ccccc21 (configuration not stated)	-3	0.1	-15	-3	7	0	-3	6	-3	-4
O=C(Nc1cccc(N2C(=O)C=CC2=O)c1)c1cccs1	1	-0.2	11	1	-5	5	86*	-21	7	3
O=C(Cc1noc2ccccc12)Nc1ccc(Cl)cc1	0	0.0	-6	0	0	1	-4	3	-5	4
N#CCCn1c(-c2nonc2NC(=O)c2ccccc2Cl)nc2ccccc21	-2	-0.8	2	3	-2	0	2	-1	1	-5
CCOC(=O)C1=C(COC(=O)COc2ccc(OCC)cc2)NC(=O)NC1C (configuration not stated)	-1	0.2	19	-1	5	6	2	0	2	5
COc1ccc(NC(=O)Cn2nnc(C(=O)NCc3ccccc3OC)c2N)cc1Cl	-5	-0.7	-13	-3	0	3	-3	-3	2	5
Cc1cccn2c(=O)c(C=Nc3ccc(Cl)cc3)c(NCCO)nc12	-3	4.8	5	-7	-1	1	-4	6	0	-2
Cc1sc2ncnc(NCC(O)c3ccc([N+](=O)[O-])cc3)c2c1C (configuration not stated)	-4	-0.2	1	-3	-8	4	-5	0	4	0
COC(=O)[C@@]1(C(C)C)N=C(c2cc(OC)c(OC)c(OC)c2)[C@]2(O1)C(=O)N(Cc1cn(Cc3ccccc3)nn1)c1ccc(F)cc12	14*	-0.4	0	16	5	x	4	-1	-3	-9
O=C(CCCN1C(=O)c2cccc3cccc(c23)C1=O)N1CCN(c2ncccn2)CC1	2	0.5	-3	-3	-7	5	0	-1	1	3
Cc1ccc(OCCOC(=O)Cn2nc(C)c([N+](=O)[O-])c2C)cc1	-1	0.4	9	-3	-6	-2	-3	1	5	1
COc1ccc(CNC(=O)COC(=O)c2ccc(C(=O)c3ccccc3)cc2)cc1	-11	0.0	-13	-2	-4	7	-2	-10	3	5
Cn1cc(S(=O)(=O)NCc2ccc(Cl)cc2)c(=O)n(C)c1=O	4	0.4	-17	10	-12	-7	6	-6	-7	4
Cc1ccccc1OCC(=O)Nc1ccc2[nH]ncc2c1	-4	0.6	0	0	-1	7	-2	5	2	4
Nc1c(C(=O)O)nnn1Cc1ccccc1	2	-0.2	4	0	-4	4	-1	0	0	-10
O=C(C1COc2ccccc2O1)N1CCN(c2ccccc2)CC1 (configuration not stated)	0	-1.0	2	4	9	-3	0	-5	0	-2
C=CCNC(=O)N1CCc2[nH]c3ccc(F)cc3c2C1	-1	2.0	2	0	-3	4	2	7	-2	-4
CC(C[N+](C)(C)C)OC(=O)C1(c2ccccc2)CCCC1 (configuration not stated)	0	-0.1	-7	0	1	0	-3	3	-2	-7
CCOC(=O)c1c(C)[nH]c(C(=O)OCC(=O)NC2(C#N)CCCCC2)c1C	-4	0.0	1	-4	5	5	1	4	-1	6
COc1ccc(N=CC2=C(O)c3ccccc3C2=O)c(OC)c1	1	0.0	3	11	7	-3	-3	9	-2	2
CN(C(=O)C1CCCO1)c1nnc(-c2ccncc2)s1 (configuration not stated)	0	130*	5	3	-3	-2	-1	-2	0	4
c1ccc(Cn2c3ccccc3c3nnc(SCCN4CCCCC4)nc32)cc1	-10	-0.2	-1	-3	-3	-1	-7	0	3	-5
COc1cccc(CNc2nc3cc(-c4ccccc4)sc3c(=O)n2C)c1	-1	0.0	-21	1	-8	2	-2	-26	5	-4
CC1=C(C(=O)c2ccccc2)C(c2ccc(OC(F)F)cc2)NC(=S)N1 (configuration not stated)	-1	0.1	7	-2	7	2	2	3	1	5
COc1ccc(S(=O)(=O)N(C)C[C@H]2Oc3ccc(NC(=O)NC4CCCCC4)cc3C(=O)N([C@H](C)CO)C[C@@H]2C)cc1	0	0.6	-2	-2	8	4	0	4	-2	4
COc1cc(/C=C/C(=O)OCC(=O)Nc2cc(S(=O)(=O)N3CCOCC3)ccc2Cl)cc(OC)c1OC	-2	-3.6	6	-1	0	4	-4	-8	-2	5
Cc1cc(NC(=O)COC(=O)CSc2nc3cc(Cl)ccc3n2Cc2ccccc2)no1	-2	13*	-2	2	5	-6	1	-7	3	-1
CC(=O)Nc1ccc(NC(=O)Cn2c(-c3ccc(F)cc3)cnc2SCC(=O)Nc2c(C)cccc2C)cc1	2	0.6	11	-2	-3	5	-2	-38	1	-2
CCCC(=O)NC(NC(=S)Nc1ccc(N=Nc2ccccc2)cc1)C(Cl)(Cl)Cl (configuration not stated)	-5	-0.2	3	-1	8	4	-3	5	2	-3
Cc1cc(C)n(-c2nc3ccccc3nc2Nc2ccc3c(c2)OCO3)n1	-2	0.3	-1	1	-2	0	-6	4	1	-5
CC1CCCC(NC(=O)CSc2ncccc2C(=O)O)C1C (configuration not stated)	9	0.2	11	4	-17	-10	1	6	1	0
O=c1nc(N2CCCC2)nc(Nc2ccccc2)[nH]1	4	0.3	13	-1	2	3	-4	1	-1	6
CC1CCCN(Cc2c(O)ccc3c4c(c(=O)oc23)CCCC4)C1 (configuration not stated)	-2	101*	1	5	-3	-5	2	9	-5	-1
C=CCN(Cc1ccc(OC)c(OC)c1)C(=O)c1cc2cc(F)ccc2[nH]1	-7	-0.5	-14	-3	-1	-3	0	1	-3	7
O=C(Cc1ccccc1)Nc1ccc(-c2nnc(-c3ccco3)o2)cc1	-2	0.5	-7	1	-5	-4	-2	-3	3	-1
Cn1c(=NC(=O)C2CC2)sc2cc(F)cc(F)c21	1	-0.1	-6	-1	2	-2	5	-8	-4	0
CCN1CCN(C(=O)c2ccc(OCC(=O)Nc3ccc(F)cc3)c(OC)c2)CC1	4	0.3	5	2	1	-9	1	0	-1	-2
FC(F)(F)c1ccc(Sc2nnc(-c3cccs3)n2CC2CCCO2)nc1 (configuration not stated)	0	0.0	0	-1	3	0	1	0	-2	-1
CC12CCC(C/C1=N/O)C2(C)CBr (configuration not stated)	-3	0.2	0	0	0	11	3	-4	3	4
CCn1c(C)nc2cc(C(=O)N/N=C/c3ccc(O)cc3)ccc21	-2	-1.1	0	1	-15	-6	1	-5	2	3
CCn1c(SCC(=O)Nc2cc(C)on2)nnc1-c1ccco1	-3	-0.5	6	6	8	2	3	-2	2	-3
COCCCNC(=O)[C@H](CSCc1ccccc1)N1Cc2ccccc2C1=O	0	-0.1	11	-2	-1	-1	2	5	1	-3
CC(C)Oc1ccc(CNC(=O)C2CCN(C(=O)N3CCOc4ccccc43)CC2)cc1	-4	0.4	3	0	12	1	-4	-6	0	5
O=C1NC(NS(=O)(=O)c2ccc(Cl)cc2)(C(F)(F)F)C(=O)N1CCc1ccccc1 (configuration not stated)	1	-0.3	5	2	3	11	3	-10	-3	7
CCN(CC)CC(=O)NCc1cc(-c2ccc(OC)cc2)no1	0	0.1	-7	1	-4	4	-1	-4	-2	0
C[C@H](CO)N1C[C@H](C)[C@@H](CN(C)C(=O)Nc2ccc3c(c2)OCO3)Oc2c(NS(=O)(=O)c3ccc(F)cc3)cccc2C1=O	2	-0.8	1	2	-5	-6	0	6	-1	-1
Cc1ccc(S(=O)(=O)N2CCCC2=O)c(C)c1N(C)S(C)(=O)=O	-1	-0.1	-5	-2	0	10	-1	-6	0	2
O=C(NCCCCc1ccccc1)Nc1ccc(F)cc1	-1	0.4	-8	0	-8	-2	3	4	-8	-5
O=C(c1ccc(Cl)c(Cl)c1)N1CCC(=O)N([C@H](COCc2ccccc2)Cc2ccccc2)CC1	-7	1.2	-2	-1	-2	-6	-3	0	4	8
CCCCC(=O)Nc1ccc2c(c1)nc(CCN1CCN(C)CC1)n2C	-8	0.3	-9	1	-9	-3	-6	-1	82*	-4
CCOc1ccccc1CNC(=O)c1nn(C)c2c1CS(=O)(=O)c1ccccc1-2	4	-0.5	-14	26*	1	4	0	-13	3	1
COc1ccc(OC)c(-c2csc3nnc(SCC(=O)Nc4ccc(NC(C)=O)cc4)n23)c1	9	0.3	8	0	-6	-2	2	2	-2	-7
CCN(CC)S(=O)(=O)c1ccc(C)c(NC(=O)COC(=O)CN2C(=O)NC(C)(C)C2=O)c1	5	0.0	3	1	12	4	-3	-1	-1	5

Next section:
SMILES	MBD2 inh	proKLK7 act	TDP2 absorb	UHRF1 MBD2 ctr	DDE Tn6 FP inh	TCR-CD3 inh	PRMT1 inh	SIAE inh	LEDGF integ inh	DDE Tn7 FP inh
O=C(CNC(=O)c1sc2ccccc2c1Cl)NCc1ccc(F)cc1	1	0.6	4	0	1	1	-3	-5	-2	3
O=C(CSc1nnc(CCc2nc3ccccc3[nH]2)n1-c1ccccc1)NCc1ccco1	-4	0.3	3	-1	12	5	-3	2	2	-2
O=C1/C(=C/c2ccncc2)SC(=S)N1C1CCCCC1	-5	0.1	5	-3	2	0	0	0	-1	-6
CCc1ccc(C(=O)N2CCCN(C)CC2)s1	-1	-0.8	-4	1	5	5	0	4	-2	4
O=C(/C=C/c1ccc([N+](=O)[O-])cc1)Nc1cccc(C(=O)Nc2ccccc2C(=O)O)c1	-1	0.0	9	0	0	4	-4	-9	4	0

Record cards (already shown).
CCc1ccc(C(=O)N2CCCN(C)CC2)s1 in the list: MBD2 inh: -1; proKLK7 act: -0.8; TDP2 absorb: -4; UHRF1 MBD2 ctr: 1; DDE Tn6 FP inh: 5; TCR-CD3 inh: 5; PRMT1 inh: 0; SIAE inh: 4; LEDGF integ inh: -2; DDE Tn7 FP inh: 4
O=C(/C=C/c1ccc([N+](=O)[O-])cc1)Nc1cccc(C(=O)Nc2ccccc2C(=O)O)c1 in the list: MBD2 inh: -1; proKLK7 act: 0.0; TDP2 absorb: 9; UHRF1 MBD2 ctr: 0; DDE Tn6 FP inh: 0; TCR-CD3 inh: 4; PRMT1 inh: -4; SIAE inh: -9; LEDGF integ inh: 4; DDE Tn7 FP inh: 0
